# Bioassay records: PubChem, ICCB-Longwood Screening Facility, Harvard Medical School
# Polio RdRp inh: poliovirus RdRp elongation inhibitors, primary screen, biochemical, fluorescence polarization, total intensity; poliovirus polymerase elongation; active compounds read low; % elongation, % (compound at 16.7 µg/mL); 150,000 compounds, 0.66% hits; AID 588519, 2011; in the data active means % elongation below about 90%; further: some results filed as inactive read as strong as hits
# Target sequence (P03300 1749-2209 limits assumed): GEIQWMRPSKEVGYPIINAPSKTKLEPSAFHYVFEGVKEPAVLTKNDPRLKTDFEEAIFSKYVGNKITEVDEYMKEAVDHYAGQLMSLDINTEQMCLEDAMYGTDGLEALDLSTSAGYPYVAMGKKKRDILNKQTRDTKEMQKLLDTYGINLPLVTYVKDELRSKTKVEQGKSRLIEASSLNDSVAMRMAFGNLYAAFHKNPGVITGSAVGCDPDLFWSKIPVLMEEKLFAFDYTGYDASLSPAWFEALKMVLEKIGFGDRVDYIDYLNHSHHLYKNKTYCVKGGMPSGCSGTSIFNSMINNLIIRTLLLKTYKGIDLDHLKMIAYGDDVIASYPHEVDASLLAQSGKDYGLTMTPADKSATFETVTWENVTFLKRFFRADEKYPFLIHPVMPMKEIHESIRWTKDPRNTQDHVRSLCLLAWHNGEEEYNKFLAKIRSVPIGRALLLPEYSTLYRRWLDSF
# Polio RdRp inh FP z-score: recorded beside Polio RdRp inh, whose call it bears; z-score; measured here: FP z-score; hits read low
# Starred values were filed as active, the others as inactive. This is a subset; rates above refer to the full screens.
SMILES | Polio RdRp inh | Polio RdRp inh FP z-score
Cc1cc(Cl)ccc1OCC(=O)N(Cc1sccc1C)C1CCS(=O)(=O)C1 (stereo unspecified) | 112 | -0.2
Brc1ccc(CN2CCN(Cc3ccccc3)CC2)s1 | 99 | 0
CCOC(=O)c1c(C)[nH]c(C)c1C(=O)COC(=O)CCC1CCCC1 | 104 | 0.3
CCN(C(=O)CSc1nnc(-c2ccccc2)c(-c2ccccc2)n1)C1CCS(=O)(=O)C1 (stereo unspecified) | 104 | 0.1
C=CCn1c(C)cc(C(=O)COC(=O)c2ccc(S(=O)(=O)N3CCCC3)cc2)c1C | 109 | 0.8
CCC1(CC)Cc2ccccc2C(N)=C1C#N | 98 | -0.2
COc1ccc(-c2nnc3sc(C(C)N4C(=O)c5ccccc5C4=O)nn23)cc1 (stereo unspecified) | 102 | 0.1
COc1ccc(CNC(=O)Cc2csc3nc(-c4ccc(F)cc4)cn23)cc1 | 98 | -1.9
CS(=O)(=O)N(Cc1nc(-c2cccs2)no1)c1ccc(F)cc1 | 103 | 0.2
Cc1nc(N)nc2c1C(=O)CC(c1ccccc1)C2 (stereo unspecified) | 105 | 0.7
O=C1CC(C(=O)NC2CCCCC2)C2(CCCCC2)O1 (stereo unspecified) | 108 | 0.5
Cc1ccc(OCCn2cc(C(=O)C3CCCCC3)c3ccccc32)cc1 | 103 | -0.2
Cc1ccc(NS(=O)(=O)c2cn(C)c(C)n2)c(Br)c1 | 103 | -0.6
O=C(c1ccco1)N1CCN(c2ncnc3sc4c(c23)CCCC4)CC1 | 101 | -0.2
COC(=O)c1c(-c2ccc(Cl)cc2)noc1N1CCN(c2cccc(OC)c2)CC1 | 102 | -1.2
Cc1ccc(Cn2c(/N=C/c3ccc(Br)cc3)nc3ccccc32)cc1 | 101 | -0.3
O=C(Cc1ccc(F)cc1)NCCc1csc2nc(-c3ccccc3F)nn12 | 111 | 1
CCOc1ccccc1C1CC(=O)Nc2c1c(=O)n(C)c(=O)n2C (stereo unspecified) | 100 | -0.5
COc1ccc(C(=O)N2CCN(S(=O)(=O)c3cc(Cl)ccc3OC)CC2)cc1 | 104 | 0.9
CC(=O)OCC(=O)[C@@]1(O)CCC2C3CCC4=CC(=O)C=CC4(C)C3C(=O)CC21C (stereo partly specified) | 101 | 0.3
Cc1csc(=Nc2c(C)n(C)n(-c3ccccc3)c2=O)n1Cc1ccccc1 | 98 | -0.6
CCN(C(=O)Cn1c(-c2ccco2)nc2ccccc21)c1ccccc1 | 103 | 1.1
CC(C)C(NC(=O)c1ccc(Cl)cc1)C(=O)NCC1CCCO1 (stereo unspecified) | 99 | -0.4
CCOc1ccc2nc(NC(=O)Nc3ccc(F)cc3)sc2c1 | 101 | -0.1
CN(C)/C=C/C(=O)c1csc(-c2ccccc2)n1 | 101 | -0.1

# Record cards, as listed above.
# Profile of CCOc1ccccc1C1CC(=O)Nc2c1c(=O)n(C)c(=O)n2C (stereo unspecified) = Polio RdRp inh: 100; Polio RdRp inh FP z-score: -0.5
# Profile of Cc1ccc(OCCn2cc(C(=O)C3CCCCC3)c3ccccc32)cc1 = Polio RdRp inh: 103; Polio RdRp inh FP z-score: -0.2

# Remaining list, next part:
SMILES | Polio RdRp inh | Polio RdRp inh FP z-score
CCOC(=O)Nc1cccc(Nc2ccccc2)c1 | 103 | 0.4
CCOc1ccc(C(=O)c2cn(CC(=O)Nc3ccc(OC)cc3)c3cc4c(cc3c2=O)OCCO4)cc1 | 109 | 0.5
Cn1c(=O)c2cnc(-c3ccccc3)nc2n(C)c1=O | 104 | 0.4
O=C(O)CCc1ccc(-c2cccs2)n1CC(=O)Nc1ccccc1 | 99 | -0.7
CC(C)c1ccc(S(=O)(=O)N2CCN(Cc3cccc(F)c3)CC2)cc1 | 107 | 0.1
CCOC(=O)C1=C(C)NC(SCC(=O)O)=C(C#N)C1c1ccco1 (stereo unspecified) | 97 | -0.9
COc1ccc(-c2cc(C(F)F)n3ncc(C(=O)N4C(C)CCCC4C)c3n2)cc1 (stereo unspecified) | 103 | 0.7
OC(CNCC1CCCO1)Cn1c2ccccc2c2ccccc21 (stereo unspecified) | 101 | -0.2
Cc1ccc(S(=O)(=O)NCC(c2ccc(N(C)C)cc2)N2CCc3ccccc32)cc1 (stereo unspecified) | 108 | 0.4
O=C1CC(N(O)c2ccccc2)C(=O)N1Cc1ccccc1 (stereo unspecified) | 100 | -0.2
O=C(O)CCn1[nH]c(=O)c2ccccc2c1=O | 102 | -0.1
CCCCn1c(=O)c2ccccc2n2c(SCC(=O)N3CCN(c4ccccc4)CC3)nnc12 | 104 | 0.1
CCOc1ccc(-c2nc(C#N)c(N(C)C)o2)cc1 | 102 | 0.3
Cc1ccc(C)c(Cn2cc(CCC(=O)NC3CCCCC3)c3ccccc32)c1 | 105 | -0.4
CCOc1ccc(C2=NC(c3ccc(OC)cc3)NC(c3ccccc3O)C2)cc1 (stereo unspecified) | 101 | -0.4
O=C(Cc1c(F)cccc1Cl)NCCCn1ccnc1 | 102 | 0.3
CC1CCc2nc(NN)nc(C(F)(F)F)c2C1 (stereo unspecified) | 102 | 0.2
CCC1CN(C(=O)N2CCC(C(=O)NCCc3ccccc3C)CC2)c2ccccc2O1 (stereo unspecified) | 98 | -1.5
CN(C)CCNC(=O)c1cn(-c2ccccc2)nc1-c1cccnc1 | 101 | -0.2
CC(Oc1ccccc1)C(=O)Nc1ccc(Cl)cc1 (stereo unspecified) | 110 | 0.6
Cc1ccc(Sc2c(C)nn(C(=O)COc3ccccc3Br)c2C)cc1 | 104 | -0.1
COc1ccc(N=C2N=C(N)c3ccccc32)cc1 | 102 | -0.1
CCC(CC)C(=O)Nc1ccc2nc(SCC(=O)N3CCOCC3)sc2c1 | 105 | -0.3
C=CCn1cnc2scc(-c3ccc(C)cc3)c2c1=O | 104 | 0.1
CC(C)CCNC(=O)c1cccc(Nc2nc3ccccc3n3nnnc23)c1 | 106 | 0.2
CCOC(=O)C1C(=O)C=C(Nc2ccc(C(F)(F)F)cc2)CC1c1ccccc1 (stereo unspecified) | 107 | 0.5
Cc1ccc(NC(=O)CC2Nc3cccc4cccc(c34)NC2=O)cc1 (stereo unspecified) | 95 | -0.9
O=C(Nc1ccc(Cl)c(Cl)c1)OCc1cccnc1 | 103 | 0.1
O=C1Nc2ccccc2/C1=N\N=C1/SCC(=O)N1c1ccc(O)cc1 | 97 | -0.7
CCOc1cc(N2CCOCC2)c(OCC)cc1NC(C)=O | 104 | 0.3
Cc1ccc(CSc2nc3ccc(C(=O)NCCN4CCOCC4)cc3n2C)cc1 | 103 | 0.9
CCOCCCn1c(SCC(=O)Nc2ccccc2CC)nc2ccccc2c1=O | 101 | -1.2
CCC(C)(C)NC(=O)Cn1nnc(-c2ccc(OC)cc2)n1 | 102 | -0.1
O=C1C(c2c(O)n(-c3cc(Cl)cc(Cl)c3)[nH]c2=O)=Nc2ccccc21 | 103 | 0.3
CCc1cc2c(=O)n(NC(=S)NC)cnc2s1 | 101 | -0.2
Cc1cn2c(=O)cc(COc3cccc(NC(=O)c4ccc(C(C)(C)C)cc4)c3)nc2s1 | 101 | -1.5
CC1Cc2cc(S(=O)(=O)NCCN3CCN(Cc4ccccc4)CC3)ccc2N1C(=O)C1CC1 (stereo unspecified) | 102 | 0.1
COc1ccc(-c2noc(CNC3CCCCC3)n2)cc1 | 100 | 0
O=C(CSC1=NCCN1)N1CCc2ccccc21 | 99 | -1
COC(=O)c1c(C)[nH]c(C(=O)COC(=O)Cn2cc(C(F)(F)F)ccc2=O)c1C | 102 | 0
N#Cc1c(-c2cccs2)cc(-c2ccccc2)nc1OCC(=O)c1ccccc1 | 105 | 0.2
COC(=O)/C(=C/C=C/c1ccccc1)NC(=O)c1ccccc1 | 99 | -0.7
N#CC1=C(N)n2c(s/c(=C\c3ccco3)c2=O)=C(C#N)C1c1ccco1 (stereo unspecified) | 121 | 1.6
CCc1ccc(NC(=O)C2CCCN(S(=O)(=O)N3CCOCC3)C2)cc1 (stereo unspecified) | 103 | 0.1
COc1ccc(Br)cc1CNC(C)(C)CO | 100 | -0.4
N#C/C=C1/NC(=O)CS1 | 111 | 1.2
CN(c1ccccc1)N1C(=O)CSC1=S | 100 | 0.1
O=C(Oc1ccccc1C(=S)N1CCOCC1)c1ccccc1 | 104 | 0.7
CC(C)(C)c1ccc(C(=O)Nc2ccc(NC(=O)c3ccc(Cl)c(Cl)c3)cc2)cc1 | 103 | 0
Cc1cccc(NC(=O)Cn2c(SCC(=O)NCc3ccccc3)nc3ccccc32)c1C | 99 | -1.2

# Some of these compounds in order of length of the SMILES, low to high:
SMILES | Polio RdRp inh | Polio RdRp inh FP z-score
CN(c1ccccc1)N1C(=O)CSC1=S | 100 | 0.1
Cc1nc(N)nc2c1C(=O)CC(c1ccccc1)C2 (stereo unspecified) | 105 | 0.7
CCOc1cc(N2CCOCC2)c(OCC)cc1NC(C)=O | 104 | 0.3
Cc1ccc(S(=O)(=O)NCC(c2ccc(N(C)C)cc2)N2CCc3ccccc32)cc1 (stereo unspecified) | 108 | 0.4

# Additional compounds
SMILES | Polio RdRp inh | Polio RdRp inh FP z-score
CC1(C)CC(N2CCCC2)=C/C(=N/NC(=O)c2cccnc2)C1 | 100 | -0.1
O=C(NCc1cn2ccsc2n1)C1c2ccccc2Oc2ccccc21 | 96 | -0.6
Cc1cc(OCC(O)CN2C(C)CCCC2C)ccc1C(C)C (stereo unspecified) | 100 | -0.1
CCCN(CCC)CC(O)Cn1cc(/C=C/C(=O)c2ccc(C)cc2)c2ccccc21 (stereo unspecified) | 108 | 0.2
COc1ccc(/C=C(/C#N)c2nc(-c3ccc(Br)cc3)cs2)cc1 | 99 | -0.5
CCOc1ccc(CCNc2ncnc3onc(-c4ccc(F)cc4)c23)cc1OCC | 103 | 0
CCOC(=O)C1CCN(CN2C(=O)C3(SCC(=O)N3c3cccc(Cl)c3)c3ccccc32)CC1 (stereo unspecified) | 101 | -0.2
OCCN(CCO)c1nc2ccccc2[nH]1 | 103 | 0.2
COc1ccc(C2(O)CC3CCC(C2)N3)cc1 (stereo unspecified) | 103 | 0.6
CC(=O)N(Cc1cc2ccccc2[nH]c1=O)C1CCCCC1 | 104 | 0.7
CCOc1ccc(NC(=O)CSc2nnnn2C2CCCC2)cc1 | 101 | -0.2
CCc1ccccc1NC(=O)CCC(=O)N1CCCn2nc(C)cc21 | 103 | 1.1
Fc1ccc(NCc2nc3ccccc3n2CCOc2ccccc2Cl)cc1 | 103 | -0.6
Cc1ccc(N2C(=O)N(Cc3cc(=O)n4ccsc4n3)C(=O)C2C)cc1 (stereo unspecified) | 110 | 0.9
CCC(=O)Nc1ccc(C2=NN(C)C(=NCc3ccccc3)SC2)cc1 | 98 | -0.9
CCCCCn1c(=N)c(S(=O)(=O)c2ccccc2)cc2c(=O)n3cccc(C)c3nc21 | 108 | 1
CNCCc1ccncc1 | 103 | 0.3
N#CC(C#N)=Cc1cn(-c2ccccc2)nc1C(=O)c1ccccc1 | 108 | 0.6
Cc1ccc(NC(=O)c2sc(-n3nc(C)c(Cc4ccc(Cl)cc4)c3C)nc2C)cc1 | 107 | 0.4
COc1ccc2nc(NC(=O)c3ccco3)sc2c1 | 103 | -0.1
CC(=O)c1cccc(NC(=O)Cc2ccc(NC(=O)N3CCCCc4ccccc43)cc2)c1 | 108 | 0.2
O=c1[nH]c(CN2CCN(S(=O)(=O)/C=C/c3ccccc3)CC2)nc2ccccc12 | 109 | 0.8
CCCCSc1nnc2c(n1)OC(C)N(C(C)=O)c1ccccc1-2 (stereo unspecified) | 110 | -0.1
CC[N+]12CCC(CC1)C(C(=O)c1cccs1)C2 (stereo unspecified) | 104 | 0.5
Cc1c(C(=O)O)sc2ccccc12 | 100 | -0.2

# Look-ups from the results shown.
# Polio RdRp inh with COc1ccc(/C=C(/C#N)c2nc(-c3ccc(Br)cc3)cs2)cc1 is entered as 99
# Polio RdRp inh with Cc1ccc(NC(=O)c2sc(-n3nc(C)c(Cc4ccc(Cl)cc4)c3C)nc2C)cc1 is entered as 107
# Polio RdRp inh with COc1ccc(C2(O)CC3CCC(C2)N3)cc1 (stereo unspecified) is entered as 103

# Other structures follow.
SMILES | Polio RdRp inh | Polio RdRp inh FP z-score
O=C(Cn1c(CC(=O)N2CCOCC2)nc2ccccc21)Nc1ccc2c(c1)OC(F)(F)O2 | 101 | -0.3
CCCn1cc(SCC(=O)N2CCc3ccccc32)c2ccccc21 | 101 | -0.2
CCCP(=O)(CC(=O)O)c1ccccc1 (stereo unspecified) | 100 | 0.1
Cc1ccc(/C=C/C(=O)Nc2ccc(S(N)(=O)=O)cc2)o1 | 110 | 1.1
Cc1ccc(CNC(=O)COC(=O)CN2C(=O)C3CC=CCC3C2=O)cc1 (stereo unspecified) | 102 | -0.2
Cc1ccc(NC(=O)C(=O)NCC(c2ccc3c(c2)OCO3)N2CCOCC2)cc1C (stereo unspecified) | 109 | 0.3
COc1ccc(OC)c(Nc2nc(Nc3cc(OC)ccc3OC)nc(N3CCC(C)CC3)n2)c1 | 100 | -0.3
CCC(=O)Nc1ccc(S(=O)(=O)N2CCCC2)cc1 | 100 | -0.1
CN1CCCN(C(=O)NC(C)(C)C)c2nc3ccccc3nc21 | 99 | -0.5
CC(C)n1nnc(-c2ccc(OCc3ccccc3F)cc2)n1 | 101 | 0.5
CC(=O)N1CCc2cc(S(=O)(=O)NC(CC(C)C)C(=O)NCc3ccccc3Cl)ccc21 (stereo unspecified) | 107 | 0.5
CC(C)N(Cc1ccccc1)C(=S)NC(=O)C1CC1 | 109 | 0.4
Cc1nc(N2CCOCC2)c2c(C(=O)N3CCN(c4cc(Cl)ccc4C)CC3)c(C)oc2n1 | 112 | 0.6
CSc1cccc(-c2nnc(NC(=O)c3ccc4c(c3)OCCO4)o2)c1 | 112 | 1
CCc1ccccc1NC(=O)Cn1cnc2ccccc2c1=O | 99 | -0.7
COc1ccc(-c2cnc(NCc3ccc(C)cc3)n2C)cc1 | 100 | -1
COc1ccc(NC(=S)NCC(c2ccccc2)c2c[nH]c3ccccc23)cc1 (stereo unspecified) | 102 | 0.1
COc1cccc(NC(=O)Cn2c(=O)n(CC(=O)NCc3ccc(C)cc3)c(=O)c3sccc32)c1 | 108 | 0.5
CC1=CC(=O)N(CCO)C1c1ccc(Cl)cc1 (stereo unspecified) | 102 | 0
COC1(OC)N=C(N)C2(C#N)C3C=CC(CC3)C12C#N (stereo unspecified) | 106 | 0.3
